# NPYLR7 ag: mosquito NPYLR7 agonism; actives 0.15% (n = 270,000); AID 1259423; HEK293T NPYLR7/Galpha15, GCaMP6s calcium fluorescence; activation, % at 10 µM; in the data active means activation above about 40%;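 further: 0% = vehicle and 100% = reference agonist at the receptor; some compounds past the cut are filed as inactive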
# hcGAS inh: human cGAS inhibition; inhibition, % at 12.5 µM; actives 0.081% (n = 290,000); Q8N884; AID 1259398; recombinant h-cGAS, ATP depletion, Kinase-Glo luminescence;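 further: 0% = vehicle reaction and 100% = reaction without DNA for no activity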
# Target sequence (Q8N884 whole entry, looked up): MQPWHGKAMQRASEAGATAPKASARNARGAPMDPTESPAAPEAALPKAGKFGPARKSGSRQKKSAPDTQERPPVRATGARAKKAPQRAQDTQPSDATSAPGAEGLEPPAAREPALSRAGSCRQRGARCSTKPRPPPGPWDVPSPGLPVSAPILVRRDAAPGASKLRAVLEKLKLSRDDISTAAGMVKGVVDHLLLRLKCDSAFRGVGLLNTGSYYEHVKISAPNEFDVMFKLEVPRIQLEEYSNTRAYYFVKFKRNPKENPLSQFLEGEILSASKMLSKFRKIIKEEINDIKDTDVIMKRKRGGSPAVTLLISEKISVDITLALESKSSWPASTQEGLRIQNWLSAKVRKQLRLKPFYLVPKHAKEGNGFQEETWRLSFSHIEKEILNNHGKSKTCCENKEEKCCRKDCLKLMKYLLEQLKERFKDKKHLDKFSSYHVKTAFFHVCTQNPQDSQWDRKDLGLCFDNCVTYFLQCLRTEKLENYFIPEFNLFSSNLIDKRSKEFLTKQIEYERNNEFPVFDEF
# mcGAS lum: inhibitors of mouse cGAS; inhibition, % at 12.5 µM; recombinant cGAS, Kinase-Glo ATP depletion luminescence; Q8C6L5; actives 0.15% (n = 160,000); AID 1259399;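 further: 0% = negative control wells and 100% = reference inhibitor with no enzyme activity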
# The depositor's hits bear a star; / = no result given; & = joins results of further samples. Unless noted, no stated cut-off is given here; in the data, active means inhibition above about 40%; inactive means the rest. An unsorted share of the library; about 0.29% have a hit in one of these screens.
# Values run as follows: mcGAS lum, hcGAS inh, NPYLR7 ag
Cc1noc(-c2ccnc(N3CCC4(CCNCC4)C3)c2)n1
    /, -9, 11
CCOc1cccc(-c2nc3ccccc3c(=O)n2C2CCCCC2)c1
    -5, -4, 3
CCc1[nH]c2c(CNC(=O)Cn3ccc(=O)c4ccccc43)cc(C)cc2c1C
    /, -3, -1
COC(=O)c1c(C)[nH]c(C(=O)C(C)OC(=O)c2cc(C)oc2C)c1C (stereo unspecified)
    /, 3, -3
COc1cccc(-c2nc(SCCN3CCCC3)c3c(=O)n(C)c(=O)n(C)c3n2)c1
    -6, -2, -6
Cc1cccnc1[C@H](C)NC(=O)c1cccc(CC2CCNCC2)c1
    /, -9, -4
CCN(CCNC(=O)c1cn(CC(=O)C(C)(C)C)nn1)c1ccccc1C
    /, -6, 0
CC(C)c1cc(CN2CCCC(CNC(=O)c3ccon3)C2)on1 (stereo unspecified)
    /, -1, 5
CCn1c(O)c(C#N)c(C)cc1=O
    -5, -6, -1
CCCc1c(C(=O)Nc2ccc(-c3cccc(-c4ccc5c(c4)NC(=O)CO5)n3)cc2)cnn1-c1ccccc1
    -6, -3, 14
CCCN1CCN(c2nc3c(c(=O)[nH]c(=O)n3C)n2Cc2ccccc2)CC1
    /, -5, -1
O=S(=O)(Cc1ccc(Cl)cc1)c1ccc(NCc2ccccc2)nn1
    2, -2, -1
OC1CCCN(c2ccc(-c3nc(-c4cccc(Cl)c4)no3)cn2)C1 (stereo unspecified)
    /, -1, 16
O=C(Cc1ccccc1Cl)Nc1ccc(F)cc1F
    /, -4, 7
Cc1cccc(CN2CCC3(CC2)NC(=O)N(CCc2ccccc2)C3=O)c1
    /, -3, -8
COc1cc(C)sc1C(=O)Nc1ccc(N2C(=O)CCCC2=O)cc1
    -17, -8, 4
CCN(CC)S(=O)(=O)c1ccc(-c2nc(C#N)c(NCc3ccc4c(c3)OCO4)o2)cc1
    -10, -8, 0
CC(C)CN(CC(C)C)C(=O)CSC1CCS(=O)(=O)C1 (stereo unspecified)
    /, -7, 8
Cc1cc(C)n(-c2ccc(C(=O)Nc3cccc(-c4ccnc(C)n4)c3)cc2)n1
    -2, -6, -6
CC1CCC2(CC1)OCC(C(=O)NC1CC1)N2C(=O)c1ccc(Cl)c(Cl)c1 (stereo unspecified)
    -7, -7, -3

# Retrieved by compound from the list above, 2 records:
# Values run as follows: mcGAS lum, hcGAS inh, NPYLR7 ag
COc1cccc(-c2nc(SCCN3CCCC3)c3c(=O)n(C)c(=O)n(C)c3n2)c1
    -6, -2, -6
Cc1cccc(CN2CCC3(CC2)NC(=O)N(CCc2ccccc2)C3=O)c1
    /, -3, -8

# The listing continues.
# Values run as follows: mcGAS lum, hcGAS inh, NPYLR7 ag
C=CCNC(=O)[C@@H]1CCCC[C@@H]1C(=O)N1CCN(CCC)CC1
    -18, -6, 18
O=C(c1ccc2[nH]c3c(c2c1)CCCC3)N1CCCC(Nc2ccccc2)C1 (stereo unspecified)
    -9, -7&-10, -1&9
CC(C)(CNC(=O)C1CCCc2ccccc21)N1CCOCC1 (stereo unspecified)
    /, -8, 2
COc1ccccc1C(=O)N1CCCN(c2nc(Cc3ccccc3)nc3c2cnn3-c2ccccc2)CC1
    -6, -3, 10
CCn1ccc(C(=O)N(Cc2cccnc2)c2nc3c(OC)ccc(Cl)c3s2)n1
    /, 1, -1
CNC1CCN(C(=O)c2cccc(NCc3ccc(F)cc3)c2)CC1
    -12, -10, 10
CC(=O)c1ccc(NC(=O)c2cn(Cc3ccccc3)nc2OCc2ccccc2)cc1
    -7, -9, 5
COc1cccc(CN2CCCC(O)(CN3CCOCC3)C2=O)c1OC (stereo unspecified)
    /, -4, 8
CCOC(=O)c1cc(C2CC2)n(-c2ccc(C(=O)NCCCn3ccnc3)cc2)n1
    0, 4, -3
Cc1sc2ncnc(NCCS(=O)(=O)N3CCCC3)c2c1C
    -10, -1, 2
CCc1cc(N2CCN(CC)CC2)nc(SCc2cccc(C(=O)NCCN3CCOCC3)c2)n1
    -5, -5, 0
COc1ccc(COCC(O)CNC2CCC(C)CC2)cc1 (stereo unspecified)
    1, 2, -11
CCC(O)CN1CCN(C(=O)Nc2ccc(OC)cc2)CC1 (stereo unspecified)
    /, -7, 2
CC(C)(C)C1(O)CN(c2ccccc2)C2=[N+]1CCCS2 (stereo unspecified)
    -3, -3&-1, 8&7
CC(=O)c1ccc(C(=O)N(CCCN2CCOCC2)c2nc3ccc(F)cc3s2)cc1
    -5, -2, -1
CC1Oc2ccccc2N(Cc2ccc(OC(F)(F)F)cc2)C1=O (stereo unspecified)
    /, -2, 4
CC(C)(C)c1csc(Cn2cc(C3CC=CCC3)nn2)n1 (stereo unspecified)
    -17, -8, 14
COc1cccc(CN2CCC(C(=O)NC(C)c3ccc(OC)c(OC)c3)CC2)c1 (stereo unspecified)
    -3, -7, 33
CCc1ccc(C(C)NC(=O)Cn2cnc3sc(C)c(C)c3c2=O)cc1 (stereo unspecified)
    -4, -3, 1
O=C(NCc1cccc(O)c1)c1ccc(-n2cccc2)cc1
    -11, -5, 8

# Continued:
# Values run as follows: mcGAS lum, hcGAS inh, NPYLR7 ag
O=C(CC1C(=O)NCCN1Cc1cccs1)NCc1cc(F)cc(F)c1 (stereo unspecified)
    /, -10, 3
COc1ccc(S(=O)(=O)Nc2ccncc2C)c(Cl)c1Cl
    /, 0, -3
CC(C)N(Cc1cnn(C)c1)C(=O)c1ccc(F)c(S(=O)(=O)N2CCC2)c1
    -14, -6, -1
O=C(NCCc1cccnc1)C1CCCc2ccccc21 (stereo unspecified)
    /, -5, 0
O=C(c1csc(S(=O)(=O)NC2CCCCCCC2)c1)N1CCCCC1
    -6, -13, /
Cc1ccc(-[n+]2c3n(c(=O)c4ccccc42)CCCCC3)cc1
    /, -4, 22
CC(C)C(NC(=O)c1cccs1)C(=O)NC1=NCCS1 (stereo unspecified)
    /, 2&-8, 3&4
CCOC1CCCN(C(=O)c2ccc(OC)cc2)C1 (stereo unspecified)
    -6, -8, 5
Clc1ccc(OCCSc2nnc3ccccn23)c(Cl)c1
    -4, -6, 4
CC(=O)NC(CC(=O)N(C)C(C)c1nc2ccccc2s1)c1cccs1 (stereo unspecified)
    /, -8, 5
COc1ccc(NC(=O)Nc2ccc(-c3ccc(N4CCCC4)nn3)cc2)cc1OC
    -9, -9, 5
CCn1nc(C(=O)N2CCNCC2C(=O)NC2CC2)cc1C (stereo unspecified)
    /, -9, 16
CCOc1ccc(CCC(=O)NCC(C)CC2(C)OCCO2)cc1 (stereo unspecified)
    /, -8, 7
Cc1ccc(-n2ncc3c(=O)n(NC(=O)c4ccc(Cl)c([N+](=O)[O-])c4)cnc32)cc1C
    /, -10, 1
O=C1CCCC2=Nc3[nH]c(=O)[nH]c(=O)c3C(c3cccs3)C12 (stereo unspecified)
    -3, -7, 6
Cc1ccccc1NC(=O)C(C)N1CCN(Cc2cccc(C(F)(F)F)c2)CC1 (stereo unspecified)
    /, -2, 10
CC(C)c1nn(CC(=O)NC2CCCCC2)c(=O)c2c1cnn2-c1ccc(F)cc1
    /, -6, 1
CSc1ccccc1CN1CCCC(O)(CO)CC1 (stereo unspecified)
    /, -3, 5
CC(c1ccc(F)cc1)N(C)Cc1nnc(-c2cccs2)o1 (stereo unspecified)
    /, -9, 4
N=C(N)N1CCN(C(=O)c2cccs2)CC1
    /, -7, 6

# (next part)
# Values run as follows: mcGAS lum, hcGAS inh, NPYLR7 ag
O=C(NCc1cccc(O)c1)NC1(c2ccc(Br)cc2)CC1
    -16, -6, 10
COc1ccc(CC2CCN(C(=O)c3cc(F)cc(F)c3)CC2)cc1
    -5, -4, 1
CCc1ccc(S(=O)(=O)NCC2CCN(CCOC)CC2)s1
    -10, -4, -8
O=C(CCc1ccccc1)N1CCCC(OCc2cccc(F)c2F)C1 (stereo unspecified)
    /, 2, -3
CCN(CC)c1ccc2cc(C(N)=O)c(=NCc3ccccc3)oc2c1
    /, 1, -3
CC(C)(NCCCOc1ccc(C#N)cc1)c1nccs1
    /, -1, -2
CN1CCC(CNC(=O)CCC(F)(F)F)C1 (stereo unspecified)
    -5, -12, /
CCn1ccnc1CN(C)Cc1cn(Cc2ccccc2)nc1-c1ccc2c(c1)OCO2
    /, -6, -2
CCCc1onc(C)c1C(=O)NS(=O)(=O)c1ccc(C)s1
    -5, -12&-4, 1&6
CCCN1C(=O)C(c2c(CC)[nH]n(-c3ccccc3)c2=O)=C([n+]2cc(C)cc(C)c2)C1=O
    -8, -8, -5
COc1ccccc1NC(=O)Cn1nc(-c2ccccc2)c2sc(N3CCOCC3)nc2c1=O
    -2, -3, -4
COc1ccc(CNC(=O)c2cccnc2N2CCN(C(=O)c3cccs3)CC2)cc1
    -6, -4, 21
O=C(c1ccc(CSc2nnc(-c3ccccc3Cl)n2-c2ccc(F)cc2)cc1)N1CCOCC1
    -10, -6, -8
Cc1cc(C)cc(N2C(=O)CSC2c2cccnc2)c1 (stereo unspecified)
    /, -4, -6
COCC1CN(Cc2ccc(OC)cc2)S(=O)(=O)c2cnccc2O1 (stereo unspecified)
    1, 6, -9
NC(=O)c1ccc(C(F)(F)F)n(CCOc2ccc3ccccc3c2)c1=O
    -4, 2, -2
Cc1ccccc1C(=O)Nc1ccnn1C1CCN(CC2=CC[C@H]3C[C@@H]2C3(C)C)CC1
    -9, -7, 14
CCN(CCc1nc2ccc(C)cc2[nH]1)C(=O)c1cn[nH]n1
    -1, -2, -2
O=C(Nc1ccccc1-c1nc2cc([N+](=O)[O-])ccc2o1)c1ccco1
    -6, -3, 1
CCCn1c(=O)[nH]c(=O)c2c3c(cnc21)C(=O)CC(c1cccs1)C3 (stereo unspecified)
    -6, -8, 1

# Other records.
# Values run as follows: mcGAS lum, hcGAS inh, NPYLR7 ag
CN(C)c1ncc(CN2CCC(n3nccc3NC(=O)C3CCCC3)CC2)s1
    /, -9&-1, 3&7
CN(Cc1ccccc1)C(=O)C1CCN(S(=O)(=O)c2ccc3c(c2)OCCO3)CC1
    -8, -4, 12
Cc1ccc(C(=O)NCCS(=O)(=O)N2CCc3ccccc32)cc1
    /, -16, 1
CCc1nc2n(n1)C(=O)C(C(c1ccco1)N1CCCC1)S2 (stereo unspecified)
    -9, -11, -3
c1csc(C2CCCN2c2nc3nonc3nc2NC2CCCC2)n1 (stereo unspecified)
    /, -6, 13
CC(C)(C)OC(=O)N1CCN(Cc2nnc(Cc3ccccc3)o2)C2(CCCCC2)C1
    -17, -9, -2
O=C(COc1cccc(Br)c1)Nc1ccc(Cl)cc1[N+](=O)[O-]
    -7, -6, -5
CCCCCCNC(N)=S
    /, -7, 2
Cc1nc2c([nH]c3ccc(Br)cc32)s1
    /, 0, 10
Cn1c(CCNC(=O)C2CC3(CCNCC3)CN2)nc2ccccc21 (stereo unspecified)
    /, -5, 20
CCCS(=O)(=O)c1ccc(N2CCN(c3ccc(Cl)cc3)CC2)nn1
    -7, -3, 0
Brc1cccc(-c2nc(-c3cccnc3)no2)c1
    -7, -6, -6
Cc1cccc(Nc2cc3c(cn2)ncn3Cc2ccccc2)c1
    12, 1, -14
CCOC(=O)c1cc(-c2cccc(NC(=O)c3cc(C)nn3C)c2)n(-c2cccc(C)c2)n1
    -6, -5, 20
Cc1csc(SCC(=O)NC2CCS(=O)(=O)C2)n1 (stereo unspecified)
    /, -2, -1
COc1ccc(N2CCN(c3cc(Cl)nc(SCc4cccc(C(=O)O)c4)n3)CC2)cc1
    -3, -2, -7
CCc1sc(C(=O)O)cc1C
    -7, -1, 7
Cc1cc(C)n(-c2ccc(NC(=O)C3CCCCN3C(=O)c3c(F)cccc3F)cc2)n1 (stereo unspecified)
    -12, -12, 7
CC1=NC2=C(C(=O)CCC2)C(c2ccc(Cl)c(Cl)c2)C1C(=O)OC1CCCCC1 (stereo unspecified)
    -7, -5, -2
Cc1c(C(=O)NCCN(C)C)c(C(F)(F)F)nn1C1CCCN(C)C1 (stereo unspecified)
    /, -5, 20

# Ordered by SMILES length (descending): some entries from above.
# Values run as follows: mcGAS lum, hcGAS inh, NPYLR7 ag
CN(Cc1ccccc1)C(=O)C1CCN(S(=O)(=O)c2ccc3c(c2)OCCO3)CC1
    -8, -4, 12
CC1CCC2(CC1)OCC(C(=O)NC1CC1)N2C(=O)c1ccc(Cl)c(Cl)c1 (stereo unspecified)
    -7, -7, -3
COc1ccc(CNC(=O)c2cccnc2N2CCN(C(=O)c3cccs3)CC2)cc1
    -6, -4, 21
CCc1ccc(C(C)NC(=O)Cn2cnc3sc(C)c(C)c3c2=O)cc1 (stereo unspecified)
    -4, -3, 1
Cc1ccc(C(=O)NCCS(=O)(=O)N2CCc3ccccc32)cc1
    /, -16, 1
O=C(CCc1ccccc1)N1CCCC(OCc2cccc(F)c2F)C1 (stereo unspecified)
    /, 2, -3

# Further compounds:
# Values run as follows: mcGAS lum, hcGAS inh, NPYLR7 ag
O=C(C=Cc1c(F)cccc1Cl)N1CCN(S(=O)(=O)c2cccs2)CC1
    /, -7, 9
CNCc1nccn1Cc1c(C)cc(C)cc1C
    -5, -4, 3
COc1cccc(N2C(=O)NC(=O)/C(=C/c3cn(C(C)=O)c4ccccc34)C2=O)c1
    3, 3, -2
CNC(=O)C(C#N)C(=O)CCCn1nnc(-c2ccccc2)n1 (stereo unspecified)
    -7, -4, -3
CN(C)CCNC(=O)Cn1ccc(NC(=O)CCc2ccsc2)n1
    -16, -7, -2
c1ncc(-c2ccc(NCC3CCOCC3)cc2)o1
    /, -5&4, 3&1
CCCc1noc(CNC2(C(=O)OC)CCC(C)CC2)n1 (stereo unspecified)
    /, -6, 0
CCOCCn1c(=O)c2c(nc3n(-c4ccccc4F)c(C)c(C)n23)n(C)c1=O
    -8, -5, -2
CC(Oc1ccccc1)C(=O)Nc1cc(C2=CCCN(C)C2)nn1C (stereo unspecified)
    /, 2, 0
C=C(C)Cn1c(=O)c2c(nc3n(CC(=O)OCC)c(C)cn23)n(C)c1=O
    /, -6, 5
CCOC(=O)Cn1c(=O)c2c(nc3n(C(C)CC)c(C)cn23)n(C)c1=O (stereo unspecified)
    /, -6, 4
